Scp-1 inhibitor: Scp-1 (human) phosphatase inhibition | Recombinant Scp1, phosphopeptide, malachite green phosphate absorbance | inhibition, % at 20 µM | 340,000 compounds, 0.88% hits | AID 493091;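 active = inhibition above about 50% at 20 µM, limit read from the data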;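 also: plate controls were DMSO wells with enzyme for no effect and wells lacking enzyme for full effect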
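Material – SCP-1 phosphatase catalytic domain, residues 76-261 · Buffer or medium – Acidic Tris acetate buffer with magnesium and detergent · Also added – Phospho 17-mer peptide substrate · Compound – single 20 µM dose, 1% DMSO · Times – 45 min room-temperature reaction, 5 min colour, 30 min stabiliser · Technique – Phosphate-binding colour reagent, absorbance read at 630 nm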
NadD inh: inhibitors of Staphylococcus aureus NadD | purified NadD enzyme, colorimetric absorbance read-out | inhibition, % at 20 µM | 360,000 compounds, 0.78% hits | AID 602399; in the data active = inhibition above about 26%; also: some compounds past the cut are filed as inactive
STEP inh: STEP (human) phosphatase inhibition | inhibition, % at 20 µM | recombinant STEP, OMFP fluorogenic substrate, fluorescence | P54829 | 360,000 compounds, 0.25% hits;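 active = inhibition at 20 µM, scaled per plate between control wells, above about 37%, limit read from the data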;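 also: 0% = DMSO with enzyme and substrate and 100% = substrate only without enzyme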
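material = STEP tyrosine phosphatase | reagent = fluorogenic phosphatase substrate OMFP at 25 µM final | doses = single compound dose of 20 µM, 1% DMSO final | schedule = 20 min reaction, room temperature, in the dark | measured by = fluorescence, 480/540 nm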
Rpn11 block: blocks the human proteasome subunit Rpn11; O00487; human 26S proteasome, Ub4-pepOG fluorescence polarization; 20S core pre-blocked with epoxomicin; calls only at 20 µM; 360,000 compounds, 0.59% hits;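 active = inhibition at 20 µM, scaled to each plate's controls, above about 33%, limit read from the data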
CSN deneddyl inh: CSN deneddylation inhibition | Q92905 | Purified CSN, SCF-Nedd8-OG deneddylation, fluorescence polarization | inhibition, % at 12.5 µM | 360,000 compounds, 0.38% hits | AID 651999;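 active = pattern-corrected inhibition above about 35%, with an unprinted fluorescence ratio check between 0.5 and 1.5, limit read from the data, passing the limit was not always enough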;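 also: 0% = enzyme with substrate and 100% = substrate without enzyme; some results filed as inactive read as strong as hits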
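Material: human Csn5 produced in HEK293T cells; Input: enzyme 0.24 nM; Reagent: SCFSkp2-Nedd8OG substrate at 10 nM final; Dosing: 12.5 µM compound; Incubation: 90 min reaction at room temperature; Detection: fluorescence polarization of the substrate; Evaluation: % inhibition of substrate cleavage by Csn5; Control set: substrate-only high control, full reaction low control.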
TbMetRS inhib: Trypanosoma brucei MetRS inhibition; purified T. brucei MetRS, ATP depletion, Kinase-Glo luminescence; inhibition, % at 11.9 µM; 360,000 compounds, 0.4% hits;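 active = inhibition above a per-plate cutoff of the control wells' mean inhibition plus 3 SD, cut at about 5.5% in these data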;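 also: 0% = DMSO wells median and 100% = median of wells with control inhibitor compound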
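technique = Kinase-Glo luminescence, ATP depletion format | system = purified MetRS (methionyl-tRNA synthetase) enzyme from Trypanosoma brucei | timing = 15 min preincubation, 2 h reaction, all 25 °C | evaluation = percent inhibition versus plate control medians | dosing = single dose, 11.9 µM final nominal, 0.9% final DMSO | also added = substrates ATP, L-methionine and bulk Escherichia coli tRNA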
DNMT1 inh: DNMT1 (human) enzyme inhibition. P26358. DNMT1 molecular beacon, Hinp1I cleavage, fluorescence. inhibition (reported as % activation of signal), % at 10 µM. 360,000 compounds, 0.83% hits. AID 588458; in the data active = inhibition above about 50%
Target sequence (P26358 504-1616 limits assumed): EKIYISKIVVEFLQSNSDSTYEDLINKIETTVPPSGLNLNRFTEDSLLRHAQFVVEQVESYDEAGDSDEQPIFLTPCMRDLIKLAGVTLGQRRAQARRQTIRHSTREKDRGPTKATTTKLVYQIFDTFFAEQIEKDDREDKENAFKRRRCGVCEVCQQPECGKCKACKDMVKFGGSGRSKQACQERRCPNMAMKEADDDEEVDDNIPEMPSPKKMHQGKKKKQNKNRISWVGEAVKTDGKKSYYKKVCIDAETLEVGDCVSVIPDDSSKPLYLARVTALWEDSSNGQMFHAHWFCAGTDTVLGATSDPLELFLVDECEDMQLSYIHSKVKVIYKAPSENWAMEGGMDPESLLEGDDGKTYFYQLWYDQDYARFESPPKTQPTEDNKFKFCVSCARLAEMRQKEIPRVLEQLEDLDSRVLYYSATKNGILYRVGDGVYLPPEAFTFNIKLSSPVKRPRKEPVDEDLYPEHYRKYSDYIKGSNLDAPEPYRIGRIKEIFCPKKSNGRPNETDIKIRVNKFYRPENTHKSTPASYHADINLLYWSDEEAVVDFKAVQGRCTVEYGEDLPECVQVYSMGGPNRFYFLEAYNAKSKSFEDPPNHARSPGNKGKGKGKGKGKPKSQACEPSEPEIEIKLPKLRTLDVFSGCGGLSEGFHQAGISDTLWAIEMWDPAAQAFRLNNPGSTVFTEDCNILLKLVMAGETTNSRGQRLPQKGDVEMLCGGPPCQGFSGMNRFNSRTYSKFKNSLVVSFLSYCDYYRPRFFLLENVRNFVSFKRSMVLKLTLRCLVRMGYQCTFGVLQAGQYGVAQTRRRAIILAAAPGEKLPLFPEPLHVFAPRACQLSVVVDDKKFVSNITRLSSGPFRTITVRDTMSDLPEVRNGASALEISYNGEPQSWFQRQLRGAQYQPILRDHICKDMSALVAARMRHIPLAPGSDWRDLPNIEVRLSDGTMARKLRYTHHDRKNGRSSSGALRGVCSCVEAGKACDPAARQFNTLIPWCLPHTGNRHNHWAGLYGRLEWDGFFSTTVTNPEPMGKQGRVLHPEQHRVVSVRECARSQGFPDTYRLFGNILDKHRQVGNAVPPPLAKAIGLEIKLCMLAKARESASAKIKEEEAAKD
MsrA inh: inhibits bovine methionine sulfoxide reductase A | purified bovine MsrA, absorbance read-out | inhibition, % at 15.5 µM | 360,000 compounds, 0.75% hits; in the data active = inhibition above about 4.5%;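 also: 0% = vehicle wells with enzyme and 100% = reference inhibitor wells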
SUMO1 PPI mod: SUMO1-SIM interaction modulation | P63165 | SUMO1 binding to a labelled peptide, TR-FRET, 1 h | inhibition, % at 20 µM | 360,000 compounds, 0.33% hits; in the data active = inhibition above about 37%
LMPTP inh: blocks human LMPTP phosphatase; inhibition, % at 20 µM; 360,000 compounds, 0.22% hits; AID 651560; recombinant LMPTP-A, OMFP fluorogenic substrate, fluorescence intensity;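 active = compounds that cut the enzyme signal by at least half of the control window in the single-dose screen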;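 also: plate controls were DMSO wells with enzyme plus substrate for no effect and substrate without enzyme for full effect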
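Test system: LMPTP-A, protein tyrosine phosphatase of low molecular weight; Input: 0.625 nM enzyme; Incubation: 50 min dark incubation at room temperature; Signal: endpoint fluorescence intensity from OMFP dephosphorylation; Read-out basis: % inhibition versus control wells.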
The depositor's hits bear a star; i = inactive; nt = not tested or not shown; + = active, no number.

SMILES	Scp-1 inhibitor	NadD inh	STEP inh	Rpn11 block	CSN deneddyl inh	TbMetRS inhib	DNMT1 inh	MsrA inh	SUMO1 PPI mod	LMPTP inh
Cc1nc(SCC(=O)Nc2c(C)n(C)n(-c3ccccc3)c2=O)c2cnn(-c3ccccc3)c2n1	-7.6	4.5	1.9	i	2.0	-0.1	-2.2	0.3	3.9	1.0
CC(=O)Nc1cccc(Oc2nc(C)cc(C)c2C#N)c1	1.2	0.1	-3.5	i	-2.6	0.2	1.9	0.8	3.5	-0.1
COc1ccc(NC(=O)Cc2ccc(C)c(C)c2)cc1S(=O)(=O)N1CCCCC1	-13.3	-3.5	7.9	i	2.6	0.3	-11.8	-0.8	6.3	-0.6
O=c1ccc(=O)n(-c2ccccc2)[nH]1	-3.8	-1.8	-1.4	i	-3.4	0.1	2.2	1.1	-3.0	-1.8
O=C(COC(=O)Cc1ccc(Cl)cc1)Nc1ccccc1F	-6.2	-3.3	-0.6	i	0.5	0.7	1.9	-0.6	-0.1	-0.6
O=C(O)C1Nc2c(C(F)(F)F)ccc(Cl)c2C2C=CCC12 (configuration not stated)	2.0	-0.4	3.1	i	-2.5	-2.0	7.3	-0.3	-1.8	-1.0
CCCCOC(=O)Nc1ccc(S(=O)(=O)Nc2nc(C)cc(C)n2)cc1	5.4	9.0	-0.6	i	0.0	0.1	-2.8	2.1	2.7	-1.6
COC(=O)C12CCC3(SCCS3)C(C(=O)OC)(CCC13SCCS3)C2	-3.7	-1.7	6.1	i	-4.1	-0.5	-2.1	-1.2	3.7	1.0
Cc1cc(-c2nnc(SCC(=O)c3ccc(F)cc3)o2)no1	-1.3	-0.3	2.3	i	1.2	-0.1	-2.8	-0.2	-3.4	-0.2
O=C(Nn1cnnc1)c1ccccc1-c1ccccc1	-2.6	-5.8	1.0	i	0.3	-0.4	-0.6	-1.4	1.1	-0.1
O=C(CSc1ncc(C(F)(F)F)cc1Cl)NCC1CCCO1 (configuration not stated)	-10.6	-6.0	2.4	i	4.2	-0.2	1.6	-0.4	11.3	0.7
CN1CCN(C(=O)CSc2nc3ccc(NC(=O)c4ccccc4F)cc3s2)CC1	0.9	-4.2	0.3	i	1.5	0.1	-5.9	-0.1	4.3	0.0
CC(NC(=O)C1CCN(S(=O)(=O)c2ccc(Br)s2)CC1)c1ccccc1 (configuration not stated)	-14.8	-10.5	-0.5	i	-3.1	-0.5	1.8	-0.8	0.9	0.0
CCOc1cc(/C=N/NC(=O)c2cccnc2)ccc1O	31.9	-6.2	-2.5	i	-3.8	-0.8	-0.8	3.6	-4.2	-1.7
Cc1cc(C)n(-c2ccc(C(=O)OCn3nnc4ccccc4c3=O)cc2)n1	-3.3	7.4	3.6	i	3.0	0.3	0.8	0.5	-6.6	1.0
CN(CC(=O)Nc1ccc(Cl)cc1)CC(=O)Nc1cccc2ccccc12	4.8	-3.0	-4.6	i	-2.4	-0.1	0.4	-0.2	-4.8	1.1
O=C(Nc1nnc(COc2ccccc2)s1)c1ccco1	5.2	-2.8	-0.1	i	3.2	-2.0	2.9	1.2	-2.0	-0.2
O=C(Nc1ccccc1C(=O)Nc1ccccn1)c1ccccc1F	-4.7	6.6	3.6	i	-0.1	-0.7	4.8	3.3	10.6	2.8
Cc1cc(C)cc(NC(=O)C2CCN(C(=O)[C@@H]3Cc4ccccc4CN3)CC2)c1	-8.6	-5.8	-1.0	i	-4.8	-0.5	17.6	0.0	0.7	-2.0
COc1ccc(CCNC(=O)COC(=O)/C=C/c2cccc(F)c2)cc1	-7.7	-3.1	1.4	i	-0.9	-0.3	-0.8	2.4	-2.1	-0.1
COc1ccc(N2CCN(C(=O)Cc3nn(C)c(=O)c4ccccc34)CC2)cc1	-4.3	-4.1	0.5	i	-0.3	0.0	2.0	0.8	0.1	-1.0
CCCN1CCC(=O)N([C@H](CSc2ccc(Br)cc2)Cc2ccccc2)CC1	-1.3	-2.3	2.5	i	-0.9	-0.4	-2.9	0.2	-3.5	0.3
COc1ccc(NC(=O)CCC(=O)c2cccs2)cc1S(=O)(=O)Nc1ccc(Cl)cc1	-7.8	-3.2	0.0	i	-1.4	-0.8	-11.1	-0.6	-4.6	0.0
Cn1c(=O)[nH]c(=O)c2c1nc(N1CCCCC1)n2C/C=N/NC(=O)c1cc(Br)ccc1O	-10.7	13.3	0.0	i	8.7	4.1	-2.3	1.2	19.7	-2.3
O=C(CCc1nc2ccccc2c(=O)[nH]1)NCc1ccco1	3.9	6.5	0.0	i	5.0	-0.3	2.1	0.1	-3.2	-0.3

Arranged by formula weight (ascending): some entries from above.
SMILES	Scp-1 inhibitor	NadD inh	STEP inh	Rpn11 block	CSN deneddyl inh	TbMetRS inhib	DNMT1 inh	MsrA inh	SUMO1 PPI mod	LMPTP inh
CCOc1cc(/C=N/NC(=O)c2cccnc2)ccc1O	31.9	-6.2	-2.5	i	-3.8	-0.8	-0.8	3.6	-4.2	-1.7
CCCCOC(=O)Nc1ccc(S(=O)(=O)Nc2nc(C)cc(C)n2)cc1	5.4	9.0	-0.6	i	0.0	0.1	-2.8	2.1	2.7	-1.6
Cc1nc(SCC(=O)Nc2c(C)n(C)n(-c3ccccc3)c2=O)c2cnn(-c3ccccc3)c2n1	-7.6	4.5	1.9	i	2.0	-0.1	-2.2	0.3	3.9	1.0

The list goes on:
SMILES	Scp-1 inhibitor	NadD inh	STEP inh	Rpn11 block	CSN deneddyl inh	TbMetRS inhib	DNMT1 inh	MsrA inh	SUMO1 PPI mod	LMPTP inh
CCOC(=O)c1[nH]c(C)c(C(=O)N(C)Cc2ccccc2)c1C	-2.0	-6.1	4.5	i	1.0	-0.5	-0.4	2.5	2.1	-1.2
CC(OC(=O)C1=COCCO1)C(=O)Nc1ccc(Oc2ccccc2)cc1 (configuration not stated)	-4.7	-4.7	-4.6	i	5.5	-0.2	-6.5	1.6	4.2	1.2
Cc1ccc(-c2ccnc(-c3ccc(O)cc3)n2)cc1	-6.9	0.0	-3.9	i	-5.6	0.3	1.0	0.2	1.4	3.0
CCOc1ccccc1N(CC(=O)Nc1ccc(C)cc1)S(C)(=O)=O	-3.6	-7.7	4.5	i	0.9	0.3	12.6	0.0	3.7	-1.1
Cc1[nH]nc(SCC(=O)N2CCCCC2)c1[N+](=O)[O-]	-0.3	-3.7	-2.7	i	6.1	-0.2	-1.6	0.6	-8.8	-1.6
COc1ccccc1NC(=O)C1=C(C)NC(=O)NC1c1ccccc1[N+](=O)[O-] (configuration not stated)	-13.8	4.0	-2.4	+	5.5	-0.2	-1.7	0.7	4.6	-0.7
O=Cc1ccc(OC(=O)/C=C/c2ccccc2)cc1	-12.8	-2.8	-3.4	i	4.0	-0.4	3.5	-0.2	-17.2	0.8
CC(=O)C1=C(C)N2CCN=C2S1	-6.2	-0.9	0.2	i	-1.6	-0.7	-0.6	1.6	-12.6	-2.6
CCN(CC)CCNC(CC(=O)Nc1ccc(Cl)cc1Cl)C(=O)O (configuration not stated)	-11.2	-3.3	4.6	i	3.8	-1.4	-0.8	1.2	-2.8	-2.6
CS(=O)(=O)c1ccc(C(=O)OCC(=O)c2ccc(Cl)s2)cc1	-6.2	0.6	0.3	i	0.1	-0.3	-0.2	-0.8	-15.0	-0.1
Cc1cccc(C(=O)N2CCCC(Nc3ccc(C)c(C)c3)C2)n1 (configuration not stated)	-2.0	-1.5	-3.0	i	1.4	-0.4	-0.8	-0.5	2.0	-0.7
CSCCC(NC(=O)COc1ccccc1)C(=O)N1CCN(c2ccccc2Cl)CC1 (configuration not stated)	-9.5	-4.4	1.3	i	-0.9	-0.3	-1.5	-0.8	-7.0	-8.4
COc1ccc2oc(-c3ccc(C)c(NC(=O)CSc4ccc(Cl)cc4)c3)nc2c1	-6.5	-5.0	-0.2	i	1.3	0.0	35.0	nt	0.2	0.1
COC(=O)[C@@]12CCCN1[C@H](c1ccc(-c3ccc(Cl)c(Cl)c3)cc1)[C@H]1C(=O)N(C)C(=O)[C@H]12	2.9	-1.4	4.1	i	-4.8	-0.3	-7.0	-1.0	1.2	1.4
COc1ccc(NC(=O)COC(=O)C2CCN(S(=O)(=O)c3cccs3)CC2)cc1OC	-3.8	-5.1	2.1	i	-0.2	-0.3	-5.6	-0.5	-1.3	-0.7
CCN1C(=O)[C@H]2[C@@H](c3ccc(C(F)(F)F)cc3)N[C@]3(CCCN(Cc4ccc(F)cc4)C3=O)[C@H]2C1=O	nt	-5.0	3.1	i	2.0	-0.1	7.2	-0.4	0.5	-0.9
CCOC(=O)c1ccc(CNCc2ccc(Br)cc2)cc1	2.4	2.3	-1.9	i	-1.9	-1.3	4.3	0.3	-1.4	-1.5
COc1ccc(CCN2CC(C(=O)N(C)CCc3cn[nH]c3)CCC2=O)cc1 (configuration not stated)	-8.8	-0.1	-1.6	i	-2.7	-0.1	-1.8	0.3	34.8	-0.7
CN1CCN(C2=C(Cl)C(=O)N(c3cccc(Cl)c3)C2=O)CC1	-10.8	10.7	4.1	i	7.3	-0.8	-11.8	-0.3	0.2	-7.8
CN(C)/C=C1/N=C(c2ccccc2)OC1=O	-3.1	1.6	0.3	i	-0.9	-1.9	3.8	7.3*	-11.2	-0.6

7 entries from above, reformatted.
Results follow in this order: Scp-1 inhibitor, NadD inh, STEP inh, Rpn11 block, CSN deneddyl inh, TbMetRS inhib, DNMT1 inh, MsrA inh, SUMO1 PPI mod, LMPTP inh
COc1ccccc1NC(=O)C1=C(C)NC(=O)NC1c1ccccc1[N+](=O)[O-] (configuration not stated)
→ -13.8, 4.0, -2.4, +, 5.5, -0.2, -1.7, 0.7, 4.6, -0.7
O=Cc1ccc(OC(=O)/C=C/c2ccccc2)cc1
→ -12.8, -2.8, -3.4, i, 4.0, -0.4, 3.5, -0.2, -17.2, 0.8
CC(=O)C1=C(C)N2CCN=C2S1
→ -6.2, -0.9, 0.2, i, -1.6, -0.7, -0.6, 1.6, -12.6, -2.6
CCN(CC)CCNC(CC(=O)Nc1ccc(Cl)cc1Cl)C(=O)O (configuration not stated)
→ -11.2, -3.3, 4.6, i, 3.8, -1.4, -0.8, 1.2, -2.8, -2.6
CS(=O)(=O)c1ccc(C(=O)OCC(=O)c2ccc(Cl)s2)cc1
→ -6.2, 0.6, 0.3, i, 0.1, -0.3, -0.2, -0.8, -15.0, -0.1
Cc1cccc(C(=O)N2CCCC(Nc3ccc(C)c(C)c3)C2)n1 (configuration not stated)
→ -2.0, -1.5, -3.0, i, 1.4, -0.4, -0.8, -0.5, 2.0, -0.7
CSCCC(NC(=O)COc1ccccc1)C(=O)N1CCN(c2ccccc2Cl)CC1 (configuration not stated)
→ -9.5, -4.4, 1.3, i, -0.9, -0.3, -1.5, -0.8, -7.0, -8.4
